Screening results: PubChem BioAssay, several laboratories
HePTP inh = inhibitors of human HePTP phosphatase, primary screen, biochemical, absorbance, leukemia target; Tyrosine-protein phosphatase non-receptor type 7 (Homo sapiens), P35236; recombinant HePTP phosphatase activity, OD absorbance; inhibition, % at 20 µM; 0.64% of 110,000 active; AID 521, 2006; in the data active means inhibition above about 50%;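 further: plate controls were vehicle for no effect and reference inhibitor for full effect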
Target sequence (P35236 whole entry, looked up): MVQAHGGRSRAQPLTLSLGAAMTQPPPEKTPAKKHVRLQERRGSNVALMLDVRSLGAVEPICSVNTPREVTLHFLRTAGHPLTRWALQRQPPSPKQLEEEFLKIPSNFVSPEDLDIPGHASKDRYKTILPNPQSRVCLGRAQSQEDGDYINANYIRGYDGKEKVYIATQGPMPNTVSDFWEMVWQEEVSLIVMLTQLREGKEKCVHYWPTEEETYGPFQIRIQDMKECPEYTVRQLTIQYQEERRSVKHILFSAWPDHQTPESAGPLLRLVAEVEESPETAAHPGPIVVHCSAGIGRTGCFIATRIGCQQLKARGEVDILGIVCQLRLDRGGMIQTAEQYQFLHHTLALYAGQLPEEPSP
BAP1 block = inhibitors of BAP1 deubiquitinase, primary screen, biochemical, Ub-AMC fluorescence, kinetic. Ubiquitin carboxyl-terminal hydrolase BAP1 (Homo sapiens), Q92560. recombinant BAP1, Ub-AMC hydrolysis fluorescence kinetic; stronger effect = lower value. activity remaining (% of control), % at 20 µM. 0.48% of 72,000 active;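 active means activity remaining at or below 50% of control, provided the compound also passes the data quality filters; inactive means the rest, including low values that fail the filters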;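 further: 100% = DMSO wells rate and 0% = substrate alone blank rate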
Target sequence (Q92560 whole entry, looked up): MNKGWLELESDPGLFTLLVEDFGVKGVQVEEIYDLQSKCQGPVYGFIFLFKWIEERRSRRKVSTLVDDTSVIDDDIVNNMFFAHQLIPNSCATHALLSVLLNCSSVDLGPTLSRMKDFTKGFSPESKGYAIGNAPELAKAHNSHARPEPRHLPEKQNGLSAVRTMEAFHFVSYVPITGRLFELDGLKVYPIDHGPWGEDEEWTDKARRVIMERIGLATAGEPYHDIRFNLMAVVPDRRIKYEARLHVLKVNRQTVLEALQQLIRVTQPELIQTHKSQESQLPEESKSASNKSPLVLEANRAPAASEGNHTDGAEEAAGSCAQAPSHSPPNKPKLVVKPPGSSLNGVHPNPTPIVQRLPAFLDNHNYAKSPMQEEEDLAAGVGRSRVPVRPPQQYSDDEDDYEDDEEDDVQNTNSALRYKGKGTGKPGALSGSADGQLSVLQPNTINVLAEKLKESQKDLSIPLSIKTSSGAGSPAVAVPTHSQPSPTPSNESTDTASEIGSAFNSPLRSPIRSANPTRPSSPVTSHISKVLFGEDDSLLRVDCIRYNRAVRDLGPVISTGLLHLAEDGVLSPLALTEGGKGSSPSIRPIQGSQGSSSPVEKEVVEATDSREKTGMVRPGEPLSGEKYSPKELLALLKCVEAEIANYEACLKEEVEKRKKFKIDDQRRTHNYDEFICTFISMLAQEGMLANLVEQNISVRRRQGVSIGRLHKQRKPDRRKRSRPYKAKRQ
* marks the source's active call; other numbers are inactive results; . = no result given; & = joins results of further samples.

SMILES	HePTP inh	BAP1 block
Cc1csc(SCc2ccccc2C(=O)O)n1	-5	97
O=C(NCC(=O)N(c1cccc(F)c1)C(C(=O)NCC1CCCO1)c1ccccc1)c1ccco1 (configuration not stated)	2	102
Cn1c(C(=O)NCCc2c[nH]c3ccccc23)cc2sccc21	1	81
COc1ccc(NC(=O)c2cncc(Br)c2)c(OC)c1	4	.
COC(=O)c1ccccc1NC(=O)C1CC=CCC1C(=O)O (configuration not stated)	11	95
O=C(c1cnc2n(c1=O)CCS2)N(C1CCCCC1)C1CCCCC1	14	99
Clc1cccc(-c2nnc3sc(-c4ccccc4)nn23)c1	-5	.
CC(=O)c1sc2nc(SCC(=O)N3CCCCC3)[nH]c(=O)c2c1C	12	138
Cc1cccc2sc(NC(=O)CCC(=O)O)nc12	-15	87
CC(=O)c1cccc(NC(=O)c2cccc(OCc3ccccc3)c2)c1	-1	.
Cc1cc(C(=O)Oc2ccc(Cl)cc2)ccc1[N+](=O)[O-]	-2	.
CCN(CC)c1ccc(NC(=O)C2CC3CCC2C3)cc1 (configuration not stated)	-2	92
O=C1CC(c2ccco2)Cc2nc(N3CCc4ccccc4C3)ncc21 (configuration not stated)	12	70
Cc1nn(Cc2ccccc2)c(C)c1NC(=O)c1cc(-c2ccco2)on1	7	86
COc1cc(C2C(C#N)=C(N)Oc3cc(C)oc(=O)c32)ccc1OC(=O)N1CCOCC1 (configuration not stated)	3	103
O=C(O)CCCCCNS(=O)(=O)c1ccc2c(c1)OCCO2	4	.
O=C(NCC(=O)N(c1ccccc1)C(C(=O)NCC1CCCO1)c1ccccc1)c1ccco1 (configuration not stated)	2	118
COCCNc1nc2c(c(=O)n(C)c(=O)n2C)n1Cc1cccc(C)c1	4	99
CN(C(=O)c1cccnc1)c1nc(-c2ccccc2)cs1	6	110
CCn1c2c(c3cc(C(=O)O)ccc31)CCCC2=O	10&6	108
CCOC(=O)C1CCN(c2ncnc3c2oc2ccc(Br)cc23)CC1	2	.
C=CCNC(=S)NC12CC3CC(CC(C3)C1)C2	-14	.
Cc1ccc(CSc2nnc(Cn3c(=O)sc4ccccc43)n2C)cc1	-7	91
Cc1[nH]n(-c2ccccc2)c(=O)c1/C=N/n1c(C)nc2ccccc2c1=O	-1	.
CC(C)C(NC(=O)c1ccccc1)C(=O)NC1=NCCS1 (configuration not stated)	5	115
COc1cc(C)c(C(C)C)cc1S(=O)(=O)n1cnc(C)c1	9	104
COc1cccc(/C=N/N2CCN(Cc3cccc4ccccc34)CC2)c1	0	.
CCOC(=O)C1=C(C)N(C)C(=O)NC1c1cccc(O)c1 (configuration not stated)	2&3	93
COc1cc(/C=N/Nc2ncc(C)c(=O)[nH]2)cc(OC)c1O	-7	.
Cc1ccc2nc3c(cc2c1)c(NC(=O)c1cccnc1)nn3C	6	109
O=C(Nc1cccc2ccccc12)/C(=C\c1cccc([N+](=O)[O-])c1)NC(=O)c1cccs1	-4	.
CCOC(=O)N1CCN(C(=O)CSc2nnc(-c3cccs3)o2)CC1	5	98
CC(=O)c1cccc(NC(=O)c2ccc(Br)c(S(=O)(=O)N3CCCCC3)c2)c1	3	.
COc1ccc(-c2nnc(-c3cccc(C)c3)o2)cc1	7	.
CCCCNC(=O)c1ccc(N2CCCCC2)c([N+](=O)[O-])c1	3	.
O=S(=O)(c1ccc(F)cc1)N1CN(Cc2ccco2)c2nc3ccccc3nc21	4	.
O=C(CSc1ncnc2ccccc12)Nc1ccc(N2CCOCC2)cc1	2	130
CCc1cccc(C)c1NC(=O)C1=C(C(=O)O)CCCC1	9	108
CCOC(=O)N1CCN(C(=O)Nc2ccc3nc4c5ccccc5c5ccccc5c4nc3c2)CC1	-3	.
CSc1ccccc1NC(=O)CSc1nnnn1-c1ccccc1SC	2	64
COc1cc(/C=C2\SC(=S)N(C)C2=O)ccc1OC(=O)c1ccc(Cl)cc1	-11	.
O=C(Nc1ccccc1C(=O)NCc1ccco1)c1ccco1	0&7	68
CCCC(=O)Nc1cccc(-c2nc3ccccc3s2)c1	1	.
Cc1cc(-c2ccccc2)nc(N2CCC(C(=O)NC(C)C)CC2)n1	5	.
COc1ccc(-c2nc(CN3CCC(C(=O)NC(C)C)CC3)c(C)o2)cc1OC	6	96
CCOc1cccc(=O)c2c(C)[nH]c(C)c12	-8	.
COc1ccc(/C=C2/NC(=S)NC2=O)cc1OCc1ccc(Cl)cc1Cl	2	.
CCOc1cccc(C2C(C(=O)Nc3ccccc3OC)=C(C)NC3=C2C(=O)CCC3)c1 (configuration not stated)	4	.
O=C(NCC1CCCO1)c1ccc(Cl)c(Cl)c1 (configuration not stated)	-8	.
O=C(COc1ccc(Cl)cc1)NNC(=O)Cc1cccc2ccccc12	-7	.
O=C(Cn1c(=O)n(-c2cccc(Cl)c2)c(=O)n1CC(=O)N1CCCCC1)N1CCCCC1	3	90
CCOc1ccc(C(=O)Nc2ccc3c4c(cccc24)CC3)cc1[N+](=O)[O-]	6	.
CCCCCCn1c(-c2ccco2)nc2oc3cc(OC)ccc3c(=O)c2c1=O	8	44*
COc1ccccc1-n1c(SC)nc(O)cc1=O	6	96
O=C(O)CCCC(=O)Nc1ccn(-c2ccccc2)n1	6	108
COc1ccc2c(c1)C1(Nc3ccccc3C(=O)N1c1ccccc1)C(=O)N2 (configuration not stated)	2	109
O=C(CN1CCOCC1)Nc1nc(-c2ccc3c(c2)CCN3S(=O)(=O)c2ccccc2)cs1	-19	86
CC(C)n1nnnc1SCC(=O)N1CCOCC1	11	107
O=C1c2ccc(-c3nc4ccccc4o3)cc2C(=O)N1c1cccc(-c2nc3ccccc3o2)c1	5	60
Cc1nc2ccc(S(=O)(=O)NCC(=O)N3CCN(c4ccccc4)CC3)cc2s1	9	95

(cont.)
SMILES	HePTP inh	BAP1 block
O=C(O)c1cccc(S(=O)(=O)N2CCSCC2)c1	-10	108
CC(=O)Oc1cc(C(=O)Nc2ccccc2C(=O)O)cc(C(=O)Nc2ccccc2C(=O)O)c1	15	.
C=CCOc1c(Br)cc(CNn2nnnc2N)cc1OC	8	100
CCN1CCN(C(=O)CN(c2ccc(C)cc2)S(C)(=O)=O)CC1	5	95
CCOC(=O)C1=C(C)NC2=C(C(=O)c3ccccc32)C1c1ccc(OCc2ccccc2)cc1 (configuration not stated)	-2	.
O=c1c2ccccc2nc2n1CCCN2	5	200
CCOC(=O)c1c(NC(=O)c2cc(OC)cc(OC)c2)sc(C)c1CC	-6	.
COc1ccc(C(c2nnnn2Cc2cccs2)N2CCN(c3ccccc3)CC2)cc1OC (configuration not stated)	1	89
O=C(C(Sc1ccccc1)c1ccccc1)N1CCN(c2ccc(F)cc2)CC1 (configuration not stated)	7	.
COc1cccc(-c2nnc(SCC(=O)OC(C)C)n2Cc2ccco2)c1	3	102
COC(=O)c1ccc(COC(=O)c2ccc(-n3cnnn3)cc2)o1	14	96
O=C(CCNS(=O)(=O)c1cccc2nsnc12)N1CC(=O)N(CCc2ccccc2)C(=O)C1	-5	86
CCOC(=O)N1CCN(Cc2cc(=O)oc3ccc(Cl)cc23)CC1	3	108
O=C1OCC(Cn2c3ccccc3c3ccccc32)O1 (configuration not stated)	4&-3	90
COc1ccc(CC(=O)Nc2c3c(nn2-c2cccc(C)c2C)CS(=O)C3)cc1 (configuration not stated)	4	97
Cc1onc(-c2ccccc2Cl)c1C(=O)N1CCN(c2nc3ccccc3s2)CC1	6	133
COc1cc2c(cc1OC)C(C(=O)Nc1ccc3c(c1)OCCO3)C(c1cccnc1)N(C)C2=O (configuration not stated)	-5	.
COc1cc2c(=O)n(CCCN3CCOCC3)c(=S)[nH]c2c(OC)c1OC	3	109
Cc1cc(C)n(-c2ccc(C(=O)Oc3ccc4c(c3)OCO4)cc2)n1	5	95
c1nc(N2CCOCC2)c2sc3nc(N4CCOCC4)c4c(c3c2n1)CCCC4	.	85
CC(Oc1ccccc1)C(=O)Nc1cc(Cl)c(Cl)cc1Cl (configuration not stated)	8	.
Cc1nn(-c2ccccc2)c(Oc2ccc(F)cc2)c1/C=N/n1cnnc1	-1	88
CCNC(=O)c1nc[nH]c1C(=O)NCC	1	97
Cc1ccc(/C=N/n2nnnc2N)cc1	-11	.

Some of these compounds in order of the HePTP inh value, largest number first:
SMILES	HePTP inh	BAP1 block
COc1cc(C)c(C(C)C)cc1S(=O)(=O)n1cnc(C)c1	9	104
CC(Oc1ccccc1)C(=O)Nc1cc(Cl)c(Cl)cc1Cl (configuration not stated)	8	.
CN(C(=O)c1cccnc1)c1nc(-c2ccccc2)cs1	6	110
COCCNc1nc2c(c(=O)n(C)c(=O)n2C)n1Cc1cccc(C)c1	4	99
COc1cc(C2C(C#N)=C(N)Oc3cc(C)oc(=O)c32)ccc1OC(=O)N1CCOCC1 (configuration not stated)	3	103
O=C(CSc1ncnc2ccccc12)Nc1ccc(N2CCOCC2)cc1	2	130
CCNC(=O)c1nc[nH]c1C(=O)NCC	1	97

The results go on:
SMILES	HePTP inh	BAP1 block
c1ccn2c(SCc3ccc4c(c3)OCO4)nnc2c1	0	116
Cn1c(N)c(C(=O)c2cc(-c3ccccn3)nc3ccccc23)c(=O)[nH]c1=O	7	108
Cc1cc(=O)[nH]c(SCc2cc(Cl)ccc2OC(F)F)n1	7	.
CC1CCN(CCOCCOc2cc(Cl)ccc2Cl)CC1	8	.
O=C(O)c1ccc(CNC(=O)c2ccc(Br)o2)cc1	1	91
COc1ccc(C(=O)Cn2c(Br)nc3c2c(=O)n(C)c(=O)n3C)cc1	-10	.
O=C(CSc1cccc(C(F)(F)F)c1)NC(=O)NCc1ccco1	5	118
COCCOc1nc2ccccc2nc1C	11	112
COc1ccc2sc(NC(C)=O)nc2c1	5	101
CCN(CC)P1(=O)OC(c2cc(OC)c(OC)c(OC)c2)=Nc2c1c(C)nn2-c1ccccc1 (configuration not stated)	8	.
Cc1ccc(S(=O)(=O)N2CCOCC2)cc1C	8	.
O=C1/C(=C\c2ccccc2)SC(=S)N1c1cccc(C(F)(F)F)c1	6	.
CC(Sc1nnnn1C)C(=O)Nc1ccc(Oc2ccccc2)cc1 (configuration not stated)	-3	85
CC1CC2(C)CC(C)C1(COC(=O)Nc1ccccc1)CO2 (configuration not stated)	4	.
COc1ccc(C(=O)NNC(=O)c2cccc(C)c2O)cc1OC	-15	.
CN(C)CCNC(=O)c1ccc(I)cc1	5	.
Cc1nc(=O)cc(-c2ccccc2)n1-c1ccccc1	3	98
Cc1sc2ncnc(OCC(=O)N3CCN(S(=O)(=O)c4ccc(Cl)cc4)CC3)c2c1C	0	64
CC1CCCCN1S(=O)(=O)c1ccc(S(=O)(=O)N2CCN(c3ccc(F)cc3)CC2)cc1 (configuration not stated)	-4	74
CCOC(=O)CCc1c(C)nc2cc(-c3ccc(Br)cc3)[nH]n2c1=O	-7	.
CCSCCOC(=O)C1=C(C)NC2=C(C(=O)CC(C)(C)C2)C1c1ccc(OC)cc1OC (configuration not stated)	.	66
Cc1oc(-c2ccc(Cl)cc2)nc1CN1CCC(C(=O)N2CCN(c3ccccn3)CC2)CC1	-7	101
CCn1c2c(c3cc(OCC(C)C)ccc31)CCCC2=O	-1	.
CCOc1ccc(S(=O)(=O)Nc2cc(Sc3ncn[nH]3)c3oc(=O)sc3c2)cc1	9	89
CCOC(=O)c1[nH]c2ccc(OC)cc2c1NS(=O)(=O)c1ccc(OC)cc1OC	5	81
CCOC(=O)c1c2c(n(Cc3ccccc3)c1C)C(=O)C(=O)c1ccc(Br)cc1-2	8	.
O=C(CN(CCN1CCOCC1)C(=O)Cn1nnc(-c2ccc(F)cc2)n1)NC1CCCCC1	7	131
CCOC(=O)C1CCN(S(=O)(=O)c2ccc(NC(C)=O)cc2)CC1	-1	.
Cc1cc(C)c(S(=O)(=O)Nc2ccc(C(C)C)cc2)c(C)c1	-13	.
CCP(=O)(CC)C(C)(C)CP(=O)(c1ccccc1)c1ccccc1	-18	.
Cn1c(=O)[nH]c(=O)c2c1nc(N1CCCCCC1)n2CC(=O)c1ccccc1	6	60
Cc1ccc(N2C(=O)CSC2c2cccs2)cc1 (configuration not stated)	9	109&89
O=C(/C=C/c1ccccc1Cl)Nc1ccc(S(=O)(=O)N2CCOCC2)cc1	11	.
COC(=O)c1[nH]nc2c1C(=O)N(Cc1ccccc1)C2=O	-8	100
CCOCCSC1=C(C#N)C(c2cccs2)C(C(C)=O)=C(C)N1 (configuration not stated)	5	79
CCCCn1c(NC(=O)c2ccccc2Cl)c(C#N)c2nc3ccccc3nc21	1	.

An excerpt taken from the entries so far, as a working copy:
SMILES	HePTP inh	BAP1 block
Cc1ccc(N2C(=O)CSC2c2cccs2)cc1 (configuration not stated)	9	109&89
O=C(/C=C/c1ccccc1Cl)Nc1ccc(S(=O)(=O)N2CCOCC2)cc1	11	.
COC(=O)c1[nH]nc2c1C(=O)N(Cc1ccccc1)C2=O	-8	100
CCOCCSC1=C(C#N)C(c2cccs2)C(C(C)=O)=C(C)N1 (configuration not stated)	5	79
CCCCn1c(NC(=O)c2ccccc2Cl)c(C#N)c2nc3ccccc3nc21	1	.

Continuation.
SMILES	HePTP inh	BAP1 block
CC(C)=CC/C=C1\CCC(C(=O)O)C(C(=O)O)C1 (configuration not stated)	6	102
O=C(c1ccc(F)cc1)N1CCN(CCCc2ccccc2)CC1	1	.
COc1cccc(C2C(C(=O)c3ccc(C)o3)=C(O)C(=O)N2CCCN(C)C)c1 (configuration not stated)	4	87
O=C(CCCNS(=O)(=O)c1cccs1)N1CCN(c2ccc(F)cc2)CC1	0	.
